SRC2 inh = inhibits human steroid receptor coactivator 2 | Q15596 | HEK293 GAL4-SRC2 luciferase reporter, luminescence | inhibition, % at 9 µM | 0.17% of 370,000 active;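 active = inhibition above the mean inhibition of all tested compounds plus 3 SD, set per campaign, cut at about 52% in these data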;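 note: 0% = DMSO treated cells and 100% = cells given Gossypol at 36 µM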
TWEAK-Fn14 inh = inhibitors of TWEAK-Fn14 interaction signaling. TWEAK-stimulated Fn14 reporter cells, luciferase luminescence, 8 h. AID 1159606. inhibition, % at 10 µM. 2% of 360,000 active; in the data active = inhibition above about 50%
SRC3 inh = human NCOA3 inhibition; Q9Y6Q9; HEK293 GAL4-SRC3 luciferase reporter, luminescence; inhibition, % at 3.6 µM; 0.17% of 360,000 active; AID 588352;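 active = inhibition above a per-campaign cutoff, the mean of all compounds plus 3 SD, cut at about 60% in these data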;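 note: 0% = DMSO-treated cells and 100% = gossypol-treated cells at 36 µM; higher means less SRC3-driven luciferase light from the GAL4 reporter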
TROY NFkB inh = TROY signaling inhibition; Q293 LMP1-TROYcd NF-kB luciferase reporter, 4 h; inhibition, % at 10 µM; 0.98% of 360,000 active; AID 1347056;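 active = compounds whose plate-normalised and pattern-corrected inhibition of the luciferase reporter signal at the single screening dose is 50% or more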
TLR9-MyD88 inh = blocks human TLR9 binding to MyD88; Q9NR96+Q99836; 0.21% of 340,000 active; inhibition, % at 4.98 µM; CHO BLA complementation TLR9-MyD88, CCF4 FRET ratio;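 active = inhibition above the mean over all tested compounds plus 3 SD, cut at about 21% in these data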;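 note: 0% = DMSO only wells and 100% = clavulanate BLA inhibitor control wells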
LMP1 NFkB inh = reduces LMP1-driven NF-kappaB luciferase signal. LMP1-induced NF-kappaB luciferase reporter cells, luminescence. inhibition, % at 12.5 µM. 0.69% of 350,000 active; in the data active = inhibition above about 41%;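 note: 0% = neutral control wells and 100% = reference inhibitor control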
NR2F2 inh = blocks human COUP-TFII nuclear receptor; AID 686940; inhibition, % at 8.6 µM; 0.7% of 370,000 active; P24468; HEK293T NGFI-A luciferase reporter, luminescence;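 active = inhibition above a per-plate cutoff, mean inhibition of test wells between control levels plus 3 SD, cut at about 38% in these data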;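 note: cells cotransfected with COUP-TFII expression vector driving the NGFI-A reporter; 0% = median of COUP-TF2 test wells and 100% = reporter-only cells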
NOD2-RIPK2 inh = inhibitors of human NOD2-RIPK2 interaction; O43353; CHO BLA complementation NOD2-RIPK2, CCF4 ratio; inhibition, % at 4.98 µM; 0.38% of 360,000 active; AID 624267; in the data active = inhibition above about 21%;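 note: 0% = vehicle only and 100% = reference blocker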
NR5A2 inv ag = suppresses constitutive activity of human LRH-1 | HEK293T StAR-luciferase reporter, LRH-1 transfected, 24 h | 0.13% of 360,000 active | inhibition, % at 3.6 µM | O00482;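 active = inhibition above the mean inhibition of all tested compounds plus 3 SD, cut at about 73% in these data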;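 note: 0% = DMSO wells and 100% = reporter-only cells lacking LRH-1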
TRAIL sens C8 = sensitizes caspase-8 expressing cells to TRAIL; NB7+C8 cells + TRAIL, ATPlite viability luminescence; inhibition (viability loss, TRAIL sensitization), % at 10 µM; 1% of 360,000 active;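 active = compounds causing at least 50% loss of cell viability in the single-dose screen, relative to plate controls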
NCOA1 inh = human NCOA1 inhibition; AID 588354; Q15788; 0.12% of 360,000 active; inhibition, % at 3.6 µM; HEK293 GAL4-SRC1 luciferase reporter, luminescence;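 active = inhibition above the campaign mean plus 3 SD, with each screening campaign given its own cutoff, cut at about 60% in these data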;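 note: 0% = DMSO treated cells and 100% = gossypol at 36 µM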
Target sequence (Q15788 whole entry, looked up, the tested form may be a part): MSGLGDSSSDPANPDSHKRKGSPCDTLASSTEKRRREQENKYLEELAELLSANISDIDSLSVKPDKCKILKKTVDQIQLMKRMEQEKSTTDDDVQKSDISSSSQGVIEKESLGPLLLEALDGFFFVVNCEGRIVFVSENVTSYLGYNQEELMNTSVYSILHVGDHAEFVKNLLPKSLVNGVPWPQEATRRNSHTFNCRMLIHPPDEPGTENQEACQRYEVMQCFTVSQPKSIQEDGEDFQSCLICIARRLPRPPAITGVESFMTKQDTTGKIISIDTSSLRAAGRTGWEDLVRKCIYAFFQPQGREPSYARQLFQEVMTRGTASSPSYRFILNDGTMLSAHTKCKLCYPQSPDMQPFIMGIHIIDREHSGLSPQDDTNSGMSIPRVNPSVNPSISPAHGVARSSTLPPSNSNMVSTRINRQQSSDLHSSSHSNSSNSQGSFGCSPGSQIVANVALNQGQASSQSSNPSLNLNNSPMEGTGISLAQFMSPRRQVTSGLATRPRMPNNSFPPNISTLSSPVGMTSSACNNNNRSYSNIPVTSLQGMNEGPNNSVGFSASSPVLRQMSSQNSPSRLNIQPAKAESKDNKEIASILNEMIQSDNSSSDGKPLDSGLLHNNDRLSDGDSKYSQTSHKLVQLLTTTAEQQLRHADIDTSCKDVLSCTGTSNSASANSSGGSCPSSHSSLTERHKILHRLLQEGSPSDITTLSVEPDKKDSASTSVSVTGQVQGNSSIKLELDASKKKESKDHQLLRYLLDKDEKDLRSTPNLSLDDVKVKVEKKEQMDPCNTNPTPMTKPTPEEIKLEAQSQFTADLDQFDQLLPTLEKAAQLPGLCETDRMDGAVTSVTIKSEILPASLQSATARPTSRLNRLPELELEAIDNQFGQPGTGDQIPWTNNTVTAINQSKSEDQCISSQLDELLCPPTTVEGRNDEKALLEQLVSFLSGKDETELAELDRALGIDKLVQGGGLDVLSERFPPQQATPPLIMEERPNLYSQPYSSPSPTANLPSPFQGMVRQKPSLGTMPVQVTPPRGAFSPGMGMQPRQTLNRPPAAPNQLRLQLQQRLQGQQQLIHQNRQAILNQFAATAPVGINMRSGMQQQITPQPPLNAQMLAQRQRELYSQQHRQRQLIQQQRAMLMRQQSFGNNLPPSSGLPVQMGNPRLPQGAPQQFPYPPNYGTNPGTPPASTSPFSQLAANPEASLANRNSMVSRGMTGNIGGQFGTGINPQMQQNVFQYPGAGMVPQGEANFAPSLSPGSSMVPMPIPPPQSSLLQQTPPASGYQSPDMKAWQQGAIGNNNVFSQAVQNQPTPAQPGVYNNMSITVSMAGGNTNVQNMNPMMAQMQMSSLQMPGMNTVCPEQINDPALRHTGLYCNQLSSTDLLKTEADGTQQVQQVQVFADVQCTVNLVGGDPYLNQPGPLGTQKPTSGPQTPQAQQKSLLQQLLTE
* = called active by the depositor; x = no result given. A portion of the library, so the mix of outcomes need not match the whole.

#	SMILES	SRC2 inh	TWEAK-Fn14 inh	SRC3 inh	TROY NFkB inh	TLR9-MyD88 inh	LMP1 NFkB inh
1	CCCCN(CC(=O)NC(C)(C)C)C(=O)C(=O)Nc1ccc2c(c1)OCCO2	-14	-16	14	22	4	-3
2	COc1ccc(/C=N/NC(=O)c2nn(-c3ccc(Cl)cc3)c(=O)c3c(N)scc23)cc1	9	12	-13	-22	2	0
3	CC1CCN(CCC(=O)NN)CC1	-58	17	2	7	-4	2
4	Cc1cccc(N(C)C(=O)c2cc(S(=O)(=O)N3CCCCC3)c[nH]2)c1	3	-7	-10	-7	2	-9
5	NC(=O)/C=C\c1cn(-c2ccccc2)nc1-c1ccc2c(c1)OCCO2	2	7	0	-9	-2	13
6	O=C(O)/C=C/c1cccnc1	22	8	-13	-6	-5	1
7	COc1cc(S(=O)(=O)N2CCN(c3ccccc3)CC2)ccc1Cl	-19	12	12	-1	3	-8
8	O=C1OCc2ccc(NC(=O)c3c(F)cccc3Cl)cc21	-26	6	4	-3	-3	2
9	Cn1cccc1CNCC(O)c1ccccc1 (stereo not drawn)	-1	-2	-11	1	12	-14
10	O=S1(=O)C=CC(N2CCOCC2)C1 (stereo not drawn)	-19	-7	-8	10	4	2

#	NR2F2 inh	NOD2-RIPK2 inh	NR5A2 inv ag	TRAIL sens C8	NCOA1 inh
1	8	-7	-15	-8	-12
2	-13	-5	-14	-4	-5
3	10	-5	12	-2	-17
4	2	-12	-21	-4	-14
5	9	-1	-24	-6	12
6	-29	-5	-6	-8	2
7	1	-3	12	5	2
8	-1	-4	12	14	-4
9	-8	-1	-3	8	18
10	6	-5	20	5	-1

(more compounds)
#	SMILES	SRC2 inh	TWEAK-Fn14 inh	SRC3 inh	TROY NFkB inh	TLR9-MyD88 inh	LMP1 NFkB inh
11	Cc1nnc(NC(=O)CSc2ccc([N+](=O)[O-])cn2)s1	-21	4	-5	5	-13	0
12	O=c1c2ccccc2nc(-c2ccccc2)n1/N=C/c1ccc([N+](=O)[O-])cc1	-17	-13	19	-30	-10	-2
13	COC(CNC(=O)c1cc(-c2ccncc2)nc2ccc(S(=O)(=O)N3CCOCC3)cc12)OC	9	-13	8	0	1	5
14	Clc1ccccc1NN(Cc1ccncc1)c1ccccc1Cl	9	14	4	-18	3	-5
15	FC(F)(F)c1cc(-c2cccs2)n[nH]1	3	10	-13	7	-8	-2
16	CCOC(=O)Nc1cc(C(=O)OC)ccc1C	11	0	21	-6	2	0
17	Nc1nnc(SCc2ccc([N+](=O)[O-])cc2)s1	-20	-7	8	8	4	-6
18	COC(=O)c1ccc2c(c1)NC(=O)C(N1CCOCC1)S2 (stereo not drawn)	2	-11	6	0	1	0
19	COc1ccccc1Cc1c(-c2ccccc2)nc2ccc(Cl)cn12	-6	9	-21	-18	x	x
20	CC1CC(CC(=O)NNc2nc(-c3ccccc3)cs2)C(=O)O1 (stereo not drawn)	-10	-6	11	-9	-9	-5

#	NR2F2 inh	NOD2-RIPK2 inh	NR5A2 inv ag	TRAIL sens C8	NCOA1 inh
11	5	-3	-8	5	-4
12	5	2	12	13	1
13	17	2	5	1	11
14	4	-6	-14	-2	-19
15	18	-4	-11	-5	-26
16	31	-1	7	0	-4
17	4	0	-3	-3	-21
18	11	8	4	10	11
19	-22	7	-31	-3	-23
20	-13	6	1	5	-19

Six entries picked at random from those above, as already listed:
#	SMILES	SRC2 inh	TWEAK-Fn14 inh	SRC3 inh	TROY NFkB inh	TLR9-MyD88 inh	LMP1 NFkB inh
11	Cc1nnc(NC(=O)CSc2ccc([N+](=O)[O-])cn2)s1	-21	4	-5	5	-13	0
13	COC(CNC(=O)c1cc(-c2ccncc2)nc2ccc(S(=O)(=O)N3CCOCC3)cc12)OC	9	-13	8	0	1	5
14	Clc1ccccc1NN(Cc1ccncc1)c1ccccc1Cl	9	14	4	-18	3	-5
20	CC1CC(CC(=O)NNc2nc(-c3ccccc3)cs2)C(=O)O1 (stereo not drawn)	-10	-6	11	-9	-9	-5
12	O=c1c2ccccc2nc(-c2ccccc2)n1/N=C/c1ccc([N+](=O)[O-])cc1	-17	-13	19	-30	-10	-2
17	Nc1nnc(SCc2ccc([N+](=O)[O-])cc2)s1	-20	-7	8	8	4	-6

#	NR2F2 inh	NOD2-RIPK2 inh	NR5A2 inv ag	TRAIL sens C8	NCOA1 inh
11	5	-3	-8	5	-4
13	17	2	5	1	11
14	4	-6	-14	-2	-19
20	-13	6	1	5	-19
12	5	2	12	13	1
17	4	0	-3	-3	-21

(continued)
#	SMILES	SRC2 inh	TWEAK-Fn14 inh	SRC3 inh	TROY NFkB inh	TLR9-MyD88 inh	LMP1 NFkB inh
21	CC1CCCCC1N=CC1=C(O)CC(C)(C)CC1=O (stereo not drawn)	-21	3	-8	-13	-9	-13
22	COc1ccc(CC(NC(C)=O)C(=O)NC2CCN(C(=O)Nc3ccc(C#N)cc3)CC2)cc1OC (stereo not drawn)	1	18	22	8	-6	6
23	C=CCn1cnc2c(nnn2-c2cc(C)cc(C)c2)c1=O	-44	0	3	10	-3	0
24	Cc1cccc(NC(=O)c2cc(S(=O)(=O)NCc3ccco3)ccc2F)c1C	0	1	6	-9	-5	1
25	COc1cc(OC)c(OC)cc1/C=C/c1cc(C(=O)O)c2ccccc2n1	-4	-6	4	-1	9	7
26	CC1CCN(CCOCCOc2ccc(Br)cc2Cl)CC1	11	-23	3	-9	-8	-18
27	COc1ccc(Cl)cc1N(CC(=O)N1CCN(Cc2ccccc2)CC1)S(C)(=O)=O	8	-3	2	-5	-3	5
28	CN1C/C(=C\c2ccc(N3CCOCC3)cc2)C(=O)/C(=C/c2ccc(N3CCOCC3)cc2)C1	11	23	18	14	6	-154
29	Cc1cccc(Nc2ncnc3onc(-c4ccc(F)cc4)c23)c1C	-14	-38	-11	-8	4	8
30	CCc1ccc(C(CNc2nc(C(F)(F)F)nc3ccccc23)N(C)C)cc1 (stereo not drawn)	6	10	-8	4	-6	-3

#	NR2F2 inh	NOD2-RIPK2 inh	NR5A2 inv ag	TRAIL sens C8	NCOA1 inh
21	1	-3	-21	-9	4
22	17	-5	-8	3	2
23	4	7	-4	-3	-18
24	9	-9	10	-2	24
25	-8	6	-4	22	-17
26	14	-13	-13	20	-62
27	-5	-1	21	6	1
28	10	5	9	23	13
29	-18	-5	15	12	5
30	13	-3	4	-5	-4

Among those listed so far, these have a CF3 group.
#	SMILES	SRC2 inh	TWEAK-Fn14 inh	SRC3 inh	TROY NFkB inh	TLR9-MyD88 inh	LMP1 NFkB inh
15	FC(F)(F)c1cc(-c2cccs2)n[nH]1	3	10	-13	7	-8	-2
30	CCc1ccc(C(CNc2nc(C(F)(F)F)nc3ccccc23)N(C)C)cc1 (stereo not drawn)	6	10	-8	4	-6	-3

#	NR2F2 inh	NOD2-RIPK2 inh	NR5A2 inv ag	TRAIL sens C8	NCOA1 inh
15	18	-4	-11	-5	-26
30	13	-3	4	-5	-4

(list continues)
#	SMILES	SRC2 inh	TWEAK-Fn14 inh	SRC3 inh	TROY NFkB inh	TLR9-MyD88 inh	LMP1 NFkB inh
31	Cc1cc(NC(=O)CSc2nnc(C3CC3)n2N)c([N+](=O)[O-])cc1C	-4	4	5	7	16	6
32	O=C(NCC1CCCO1)C1CCN(S(=O)(=O)c2cccc3cccnc23)CC1 (stereo not drawn)	25	-5	8	1	8	-14
33	COc1ccc(Cl)cc1C(=O)Nc1cccc(-c2ccc3nncn3n2)c1	-6	17	-7	2	1	7
34	O=C(Nc1ccc(S(=O)(=O)Nc2ccccc2F)cc1)N1CCCCC1	9	0	0	-15	-3	5
35	CC(=O)c1cc2c(O)c(O)ccc2o1	-4	1	-4	-13	2	-3
36	Cc1ccc(-c2nnc(N(C)C(=O)c3ccncc3)s2)cn1	-34	-7	1	-21	-1	2
37	COc1c2ccoc2c(OCC=C(C)C)c2oc(=O)ccc12	-2	-29	5	-33	-4	-2
38	C[C@H](O)[C@@H]1CN2CCc3c([nH]c4ccccc34)[C@@H]2C[C@@H]1N(C)C(=S)Nc1ccc(C#N)cc1	-40	-2	-28	-24	x	x
39	O=C(NCc1ccccc1)N(Cc1cc2cc3c(cc2[nH]c1=O)OCCO3)CC1CCCO1 (stereo not drawn)	6	3	17	6	3	5
40	CCOC(=O)N1CCN(C(=O)C(NC(=O)c2ccc(CC)cc2)C(C)C)CC1 (stereo not drawn)	-11	26	10	3	-2	-12

#	NR2F2 inh	NOD2-RIPK2 inh	NR5A2 inv ag	TRAIL sens C8	NCOA1 inh
31	-9	5	-7	-3	-6
32	1	8	3	-10	-32
33	5	-17	-19	23	21
34	11	-6	-21	-13	-7
35	-8	13	0	4	-9
36	4	-5	-34	5	-10
37	-23	-11	-3	-7	-18
38	-8	-1	0	-13	-5
39	4	-11	8	-6	2
40	29	3	23	-3	13

3 entries from above, arranged by number of heavy atoms, smallest number first.
#	SMILES	SRC2 inh	TWEAK-Fn14 inh	SRC3 inh	TROY NFkB inh	TLR9-MyD88 inh	LMP1 NFkB inh
36	Cc1ccc(-c2nnc(N(C)C(=O)c3ccncc3)s2)cn1	-34	-7	1	-21	-1	2
33	COc1ccc(Cl)cc1C(=O)Nc1cccc(-c2ccc3nncn3n2)c1	-6	17	-7	2	1	7
38	C[C@H](O)[C@@H]1CN2CCc3c([nH]c4ccccc34)[C@@H]2C[C@@H]1N(C)C(=S)Nc1ccc(C#N)cc1	-40	-2	-28	-24	x	x

#	NR2F2 inh	NOD2-RIPK2 inh	NR5A2 inv ag	TRAIL sens C8	NCOA1 inh
36	4	-5	-34	5	-10
33	5	-17	-19	23	21
38	-8	-1	0	-13	-5

Continued:
#	SMILES	SRC2 inh	TWEAK-Fn14 inh	SRC3 inh	TROY NFkB inh	TLR9-MyD88 inh	LMP1 NFkB inh
41	CN1CCN(C(=O)C2=C[C@@H](C(C)(C)C)C[C@@H](OCc3ccc(CO)cc3)O2)CC1	-17	3	-1	-26	2	55*
42	CCN(CC)S(=O)(=O)c1cccc(C(=O)NCc2ccccc2)c1	-13	5	12	0	8	-10
43	CCCC(=O)Nc1nc2ccc(S(=O)(=O)N3CCCCC3)cc2s1	1	7	-15	15	-6	-2
44	O=C(O)c1ccc(OCc2cn3ccccc3n2)cc1	-8	-4	-15	-38	-2	-14

#	NR2F2 inh	NOD2-RIPK2 inh	NR5A2 inv ag	TRAIL sens C8	NCOA1 inh
41	0	-4	3	-5	-5
42	8	-5	-8	17	0
43	7	-12	31	24	3
44	-4	-5	-12	6	-7

Source: PubChem BioAssay
